CIT2-GFP yeast – yeast TOR pathway CIT2-GFP modulation; GFP response vs DMSO, % at 10 µM; hit rate 0.065% among 320,000; S. cerevisiae CIT2-GFP strain, flow cytometry, 3 h; 100 means same as DMSO wells;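 active = GFP response relative to DMSO above a set limit, near the screen mean plus 3 SD, cut at about 150% in these data; inconclusive = Fewer than 70 cells measured for a yeast strain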;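 also: ratio of well median GFP fluorescence to mean of DMSO wells on the plate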
GRK2 inh – human GRK2 inhibition via aptamer displacement. bead flow cytometry, FAM-aptamer displacement from GRK2. inhibition of aptamer binding, % at 10 µM. hit rate 0.59% among 330,000;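 active = inhibition of aptamer binding above 40%, roughly 3 SD of noise, on plates passing a quality check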;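 also: median bead fluorescence of bound FAM aptamer so fluorescent compounds give negative values; no value below 0 was filed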
RPL19A TOR yeast – alters RPL19A-GFP fluorescence in TOR pathway yeast screen. S. cerevisiae RPL19A-GFP strain, flow cytometry, 3 h; active compounds read low. percent response vs DMSO, % at 10 µM. hit rate 0.3% among 330,000. AID 2025;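 active = percent response vs DMSO below 50%; inconclusive = fewer than 70 events counted for the yeast strain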;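 also: median channel GFP fluorescence of the barcoded RPL19A-GFP strain; ratio of sample median GFP to plate DMSO average so 100% = DMSO; lower means less RPL19A-GFP as with rapamycin TOR inhibition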
Yeast superoxide – caloric restriction mimetics inhibiting age-related superoxide in yeast. AID 2690. superoxide response (% of plate mean), % at 10 µM. S. cerevisiae aged cells, superoxide DHE fluorescence; active compounds read low. hit rate 0.18% among 330,000;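 active = superoxide response under a set limit, about three screen SD below normal, cut at about 65% in these data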;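 also: yeast aged for seven days with compound at 30 °C before DHE staining; 100% = average MFI of all compound-treated wells on the plate with controls excluded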
MEP2-GFP yeast – yeast TOR pathway MEP2-GFP modulation | S. cerevisiae MEP2-GFP strain, flow cytometry GFP, 3 h; 100% = DMSO control level | hit rate 0.51% among 330,000 | GFP response vs DMSO, % at 10 µM | AID 2016;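 active = GFP response versus DMSO above a set limit, roughly screen mean plus 3 SD, cut at about 180% in these data; inconclusive = fewer than 70 cells counted for a yeast strain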;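 also: median GFP fluorescence of the barcode-gated MEP2-GFP cells per well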
AGP1 TOR yeast – alters AGP1-GFP fluorescence in TOR pathway yeast screen; S. cerevisiae AGP1-GFP multiplex flow cytometry, 3 h; GFP as percent of DMSO wells; GFP response vs DMSO, % at 10 µM; hit rate 0.02% among 320,000; AID 2066;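 active = GFP response relative to DMSO above a set limit, near screen average plus 3 SD, cut at about 150% in these data; inconclusive = fewer than 70 cells counted for the yeast strain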;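 also: median GFP channel fluorescence of the gated AGP1 strain per well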
VLA-4 inh – inhibition in a human VLA-4 binding assay; inhibition, % (about 7 µM as worked out from the volumes in the protocol); hit rate 0.2% among 330,000; P13612; VLA-4 expressing cells, ligand binding flow cytometry; AID 2557; in the data active = inhibition above about 50%
Target sequence (P13612 whole entry, looked up): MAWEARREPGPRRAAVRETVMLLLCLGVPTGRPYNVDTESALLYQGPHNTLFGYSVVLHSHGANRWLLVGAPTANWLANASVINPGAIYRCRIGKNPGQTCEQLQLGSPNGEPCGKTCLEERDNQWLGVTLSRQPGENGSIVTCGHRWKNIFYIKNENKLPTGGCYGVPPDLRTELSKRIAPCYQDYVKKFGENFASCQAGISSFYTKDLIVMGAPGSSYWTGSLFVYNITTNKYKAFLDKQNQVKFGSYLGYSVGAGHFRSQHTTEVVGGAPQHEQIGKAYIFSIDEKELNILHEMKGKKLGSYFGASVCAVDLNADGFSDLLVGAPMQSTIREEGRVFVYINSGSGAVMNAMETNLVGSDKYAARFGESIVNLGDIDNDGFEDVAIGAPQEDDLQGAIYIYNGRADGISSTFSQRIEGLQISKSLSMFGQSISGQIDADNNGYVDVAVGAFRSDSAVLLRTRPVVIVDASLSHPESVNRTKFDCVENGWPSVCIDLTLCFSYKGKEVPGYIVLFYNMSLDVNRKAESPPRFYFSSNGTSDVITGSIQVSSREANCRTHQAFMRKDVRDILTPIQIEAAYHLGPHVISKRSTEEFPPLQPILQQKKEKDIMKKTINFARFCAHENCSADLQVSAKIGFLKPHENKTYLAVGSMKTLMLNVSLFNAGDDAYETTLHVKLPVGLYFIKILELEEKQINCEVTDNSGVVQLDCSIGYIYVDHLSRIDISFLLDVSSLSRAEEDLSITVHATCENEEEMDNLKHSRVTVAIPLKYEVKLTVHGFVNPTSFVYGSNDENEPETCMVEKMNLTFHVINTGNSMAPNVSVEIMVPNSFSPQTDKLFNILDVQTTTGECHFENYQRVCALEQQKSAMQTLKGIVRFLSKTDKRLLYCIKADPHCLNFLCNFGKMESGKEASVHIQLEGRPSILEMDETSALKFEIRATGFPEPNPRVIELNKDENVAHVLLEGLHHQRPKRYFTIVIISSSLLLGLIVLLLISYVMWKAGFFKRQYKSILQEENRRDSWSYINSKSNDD
LAP4-GFP MLPCN – yeast TOR pathway LAP4-GFP modulation; S. cerevisiae LAP4-GFP multiplex, flow cytometry GFP, 3 h; median GFP as percent of DMSO wells; GFP response vs DMSO, % at 10 µM; hit rate 0.34% among 320,000;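 active = GFP response vs DMSO above a set limit, about the screen mean plus 3 SD, cut at about 150% in these data; inconclusive = under 70 cell events counted for the yeast strain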
Active calls of the source: *; ? = inconclusive; . = no result given; [ ] = dose if it differs, or a comment.

SMILES	CIT2-GFP yeast	GRK2 inh	RPL19A TOR yeast	Yeast superoxide	MEP2-GFP yeast	AGP1 TOR yeast	VLA-4 inh	LAP4-GFP MLPCN
COc1ccc(-c2[nH]nc3c2C(c2ccccc2OC(=O)N2CCOCC2)C(C#N)=C(N)O3)cc1 (stereo not drawn)	91	0	94	95	103	98	12	104
Cn1nnnc1SCc1cn2cccnc2n1	97	0	103	95	101	98	11	101
Cn1nccc1C(=O)N1CCCC(C(=O)c2ccc(C(F)(F)F)cc2)C1 (stereo not drawn)	99	0	96	101	103	100	7	104
O=C(/C=C/Nc1ccccc1O)c1ccco1	118	2	102	93	112	107	-2	102
Cc1[nH]n(-c2cccc3ccccc23)c(=O)c1C=Nc1ccc2[nH]c(=O)[nH]c2c1	94	2	100	115	101	101	14	104
O=C(c1cc(COc2ccc(F)cc2Cl)on1)N1CCCCCCC1	98	2	106	108	104	103	13	96
CC1(N2CCOCC2)C(=O)c2ccccc2C1=O	109	1	105	100	107	106	29	95
CC(=O)c1ccc(OCC(O)CN2CCN(CCO)CC2)cc1 (stereo not drawn)	100	0	99	96	111	101	7	96
CCOC(=O)c1cccc(N2C(=O)c3ccccc3S2(=O)=O)c1	94	3	101	97	100	92	1	102
CCC1CCCCN1S(=O)(=O)c1ccc(NC(=O)c2cccs2)cc1 (stereo not drawn)	74	3	115	99	92	82	9	79
C/C(=N\NC(=S)NC(C)C)c1ccc2c(c1)OCCO2	103	0	99	96	107	94	24	98
CCOC(=O)C1=C(C)NC(=O)N(C(C)=O)C1c1ccc(Cl)cc1 (stereo not drawn)	100	3	93	88	93	94	3	94
Cc1c(Cl)ccc2c(C(=O)NCCN3CCCCC3)cc(-c3ccccn3)nc12	94	0	104	85	95	102	-3	93
CCc1n[nH]c2c1/C(=N\O)CC(c1ccccc1)C2 (stereo not drawn)	101	1	102	101	98	110	24	106
Cc1cc(C(C)(C)C)oc1C(=O)N(CC(=O)NC1CCCC1)c1c(C)cccc1C	102	2	99	95	101	103	8	93
CCc1noc2c1/C(=N\O)CC(c1ccccc1)C2 (stereo not drawn)	99	2	102	88	103	98	-5	115
CCOC(=O)C1=C(c2ccccc2)OC(N)=C(C#N)C1c1ccc(Cl)s1 (stereo not drawn)	91	1	93	109	98	94	-6	91
O=C(CCn1nc(-c2ccccc2)ccc1=O)N1CCOCC1	101	0	101	93	107	88	6	90
O=C(NCc1ccccc1)NC1(C(=O)N2CCOCC2)CCCCC1	103	1	98	86	102	100	8	89
CCCCN(C(=O)CSc1nncn1-c1ccccc1)c1c(N)n(Cc2ccccc2)c(=O)[nH]c1=O	111	0	110	85	112	110	-2	101
CCCCOC(=O)CCc1nc2ccccc2[nH]1	103	0	98	89	102	104	3	96
CCc1ccccc1NC(=O)c1ccc(CN2CCC(Cc3ccccc3)CC2)cc1	103	6	102	98	97	100	-10	104
Cc1cccc(NCc2nc(-c3ccccc3)no2)c1	95	0	99	96	106	95	-15	104
CCCc1[nH]n(-c2nc3ccccc3s2)c(=O)c1C=NCC(C)C	98	1	88	99	102	97	2	112
CCCCCCCCNC(=O)c1cccnc1SCC(=O)Nc1ccccc1OC	101	6	92	98	117	99	14	95

Three structures out of the list, sorted by molar mass, largest number first:
SMILES	CIT2-GFP yeast	GRK2 inh	RPL19A TOR yeast	Yeast superoxide	MEP2-GFP yeast	AGP1 TOR yeast	VLA-4 inh	LAP4-GFP MLPCN
CCCCN(C(=O)CSc1nncn1-c1ccccc1)c1c(N)n(Cc2ccccc2)c(=O)[nH]c1=O	111	0	110	85	112	110	-2	101
CCOC(=O)C1=C(c2ccccc2)OC(N)=C(C#N)C1c1ccc(Cl)s1 (stereo not drawn)	91	1	93	109	98	94	-6	91
CC1(N2CCOCC2)C(=O)c2ccccc2C1=O	109	1	105	100	107	106	29	95

Following part.
SMILES	CIT2-GFP yeast	GRK2 inh	RPL19A TOR yeast	Yeast superoxide	MEP2-GFP yeast	AGP1 TOR yeast	VLA-4 inh	LAP4-GFP MLPCN
CCN(CC)S(=O)(=O)c1ccc2c(c1)nc(CCC(=O)OCC(=O)Nc1cc(OC)cc(OC)c1)n2C	98	0	100	114	100	95	-8	90
Cc1cc(C)c(S(=O)(=O)n2cc(C(C)C(N)C(=O)O)c3ccccc32)c(C)c1 (stereo not drawn)	104	1	100	98	89	87	4	107
O=C1CSC(=S)N1c1cccc(O)c1	116	0	107	102	126	98	12	109
Cc1ccc(S(=O)(=O)N2c3ccccc3NC(=O)CC2C)cc1 (stereo not drawn)	103	0	98	114	101	101	4	97
CCCC(=O)Nc1nc2nc(-c3ccccc3)cc(-c3ccccc3)n2n1	102	1	96	90	93	.	-10	97
CCn1cc(C(=O)NCCC(=O)OC)c(=O)c2cc3c(cc21)OCO3	105	3	101	104	106	110	8	109
CCC(=O)NC(c1cc(Cl)c2ccccc2c1O)C1CC1 (stereo not drawn)	89	2	95	121	91	98	0	100
O=C(OCc1nc2ccccc2[n+]([O-])c1C(=O)c1ccccc1)c1cccs1	97	0	102	119	96	95	-5	93
CC(C)OC(=O)CSc1nc(N)c(C#N)c(-c2ccco2)c1C#N	95	0	102	105	105	102	-2	106
CCCc1nc2ccccc2c(C(=O)OCC(=O)NCc2ccco2)c1CC	96	0	105	108	99	104	22	98
CCOC(=O)Nc1sc(C)c(C)c1C(N)=O	87	4	102	92	96	98	24	99
COc1ccc(CSc2nnc(C)n2N)cc1	87	0	93	105	94	95	7	101
CCN(CC)C(=O)c1ccc(NS(=O)(=O)c2ccc3[nH]c(=O)[nH]c3c2)cc1	100	2	112	111	107	97	18	93
COc1cccc(C(c2sc3nc(C)nn3c2O)N2CCc3ccccc3C2)c1 (stereo not drawn)	97	2	95	83	103	100	-5	106
Cc1oc(C2CC2)cc1C(=O)O	93	0	92	86	97	89	-2	101
CC1=C/C(=N\NC(=O)c2ccc(O)cc2)CC1	116	1	117	100	126	112	7	100
S=C(c1ccc(-c2ccc(Cl)c(Cl)c2)o1)N1CCOCC1	99	0	97	90	102	99	-30	113
COc1cccc(NC(=O)CSCc2cc(=O)n3nc(C4CC4)sc3n2)c1	99[may fluoresce red]	0	?	91	?	?	-4	?
COC(=O)CSc1nnc(SCc2ccc(Cl)cc2)s1	98	0	100	100	103	101	7	112
Cc1cc(C)n2nc(CNS(=O)(=O)c3ccc(CC(C)C)cc3)nc2n1	98	0	104	108	96	96	-7	117
COc1ccc(N2C(=O)CC(C)(C)CC2=O)cc1OC	104	5	102	98	103	102	0	97
CC(=O)c1ccccc1OC(=O)COc1ccc(Cl)cc1C	88	1	98	103	101	100	6	105
Cn1c(=O)c2[nH]c(N3CCOCC3)nc2n(-c2ccccc2)c1=O	99	2	92	95	95	96	5	95
Cc1cc(O)c(/C=N/Nc2ccc(F)cc2)c(=O)o1	121	5	97	105	101	100	5	97
Cc1cc(C)c(OCC(=O)Nc2ccccc2N2CCOCC2)c(C)c1	89	1	98	104	96	94	16	104

Single entries from the list:
Entry for `CCn1cc(C(=O)NCCC(=O)OC)c(=O)c2cc3c(cc21)OCO3` under RPL19A TOR yeast: 101
Entry for `CCCc1nc2ccccc2c(C(=O)OCC(=O)NCc2ccco2)c1CC` under CIT2-GFP yeast: 96

Other structures:
SMILES	CIT2-GFP yeast	GRK2 inh	RPL19A TOR yeast	Yeast superoxide	MEP2-GFP yeast	AGP1 TOR yeast	VLA-4 inh	LAP4-GFP MLPCN
O=C(Nc1nc2c(F)cc(F)cc2s1)C1CC(=O)N(Cc2ccco2)C1 (stereo not drawn)	103	2	104	96	104	109	8	101
CC(C)CC(=O)Nc1nnc(SCC(=O)Nc2ccc3c(c2)OCO3)s1	111	2	119	97	104	111	-9	88
CCOC(=O)c1c(-c2ccc(OC)cc2)csc1/N=C/C1=C(O)CCCC1=O	91	2	102	101	96	100	0	102
N/C(Cc1ccc(Cl)cc1Cl)=N\OC(=O)c1ccc(Br)o1	113	0	98	100	88	53	4	111
Cc1ccc(OCC(=O)Nn2cnc3ccccc32)cc1	.	1	98	110	101	97	-8	94
CCCCC(c1nnnn1Cc1ccco1)N1CCN(c2nc3ccccc3s2)CC1 (stereo not drawn)	96	3	100	93	95	99	4	105
Cc1ccc(C(=O)NNC2CC(=O)N(c3ccc4c(c3)OCCO4)C2=O)cc1 (stereo not drawn)	90	4	102	85	100	101	11	113
COc1ccc(Cl)cc1NC(=O)CN(C)CC(=O)NCc1ccc(F)cc1	95	1	98	105	104	96	-1	94
CCC(C)(C)c1ccc(Oc2cccc(C(=O)O)c2)cc1	100	5	101	94	101	103	7	109
COc1cc(S(=O)(=O)NCc2ccccc2Cl)ccc1-n1cnnn1	105	0	102	87	100	100	2	93
O=C(NCc1ccco1)c1cc(S(=O)(=O)N2CCOCC2)ccc1Cl	105	2	106	86	102	110	23	100
CN(C)c1cc(C(F)(F)F)nc(-c2ccccn2)n1	98	4	95	102	102	95	2	101
Cc1ccc(Sc2nc(C)cc(C)c2S(C)(=O)=O)cc1	85	5	86	97	86	.	-6	99
CCC(=O)NC(Nc1ccccn1)(C(=O)OC)C(F)(F)F (stereo not drawn)	95	1	99	90	95	91	16	86
CN(C)S(=O)(=O)c1ccc(N2CCCC2)c(C(=O)NCCc2ccc(F)cc2)c1	94	4	97	123	98	104	6	85
Cc1ccsc1/C=N/N=C/c1sccc1C	106	15	106	97	105	105	-47	107
CCC(=O)Oc1ccc(C(=O)Nc2cccc(NC(=O)c3ccco3)c2)cc1	101	0	98	105	108	102	-3	102
Cc1ccc(/C(=C\CN2CCCC2)c2ccccn2)cc1	99	0	110	108	97	101	14	105
CCCCN(CCCC)S(=O)(=O)c1ccc(C(=O)Nc2nnc(COC)o2)cc1	87	1	100	96	92	99	10	103
O=C(Nc1ccc(F)cc1F)Nc1ccccc1C(=O)NCCN1CCNC1=O	111	4	98	92	103	115	-1	119
COc1ccc(C(CNS(=O)(=O)c2ccc(NC(C)=O)c(OC)c2)N2CCCC2)cc1 (stereo not drawn)	106	0	101	85	105	106	5	110
O=C(Nc1ccccc1)OCc1cncs1	98	4	105	100	105	99	7	97
Cc1cc(C(=O)Nc2cccc3ccccc23)c(C)o1	94	0	97	104	82	91	-17	82
Cc1ccc([C@@H]2CC=C(C(=O)O)[C@H](c3ccc(C(C)(C)C)cc3)N2S(=O)(=O)c2ccc(C)cc2)cc1	97	1	98	75	98	98	-14	99
Cc1cc2ccccc2c(=O)n1CC(=O)N1CCN(c2cccc(Cl)c2)CC1	99	8	98	97	96	99	-3	95
Further structures.
SMILES	CIT2-GFP yeast	GRK2 inh	RPL19A TOR yeast	Yeast superoxide	MEP2-GFP yeast	AGP1 TOR yeast	VLA-4 inh	LAP4-GFP MLPCN
CCn1c(CCNS(=O)(=O)c2ccccc2Br)nnc1SC	106	0	103	92	100	105	6	101
NC1=NC(c2ccc(Cl)cc2)C(C(=O)c2ccccc2)N1 (stereo not drawn)	103	0	97	99	104	104	6	112
O/N=C/c1ccc(-c2cc(Cl)ccc2Cl)o1	111	3	104	102	106	102	5	93
COc1ccc(C(=O)C2CCCN(Cc3ccc(Sc4nncn4C)o3)C2)cc1F (stereo not drawn)	98	6	100	101	98	102	11	100
O=C(c1ccccc1)c1nn(-c2cccc(Cl)c2)ccc1=O	96	3	98	115	96	100	5	92
O=C(Nc1cccc(S(=O)(=O)N2CCCCC2)c1)C1CC(=O)N(c2ccc3c(c2)OCCO3)C1 (stereo not drawn)	89	0	80	102	98	84	-2	76
CCCOc1ccc(-c2c(C(=O)N/N=C/c3cccnc3)nnn2-c2nonc2N)cc1	105	4	103	97	105	112	6	102
CS(=O)(=O)c1ccc(N2CCOCC2)c(S(C)(=O)=O)c1	97	0	103	108	100	104	8	102
Cc1cccc(NC(=S)NC2CCCCC2)n1	95	4	96	116	95	95	14	94
Cc1ccc(C(=O)N2C(=O)c3cccc(N)c3C2=O)o1	91	0	95	94	95	97	-8	89
